From PubChem BioAssay
pAkt inh: Akt phosphorylation inhibition; Neuro2A IGF-stimulated pAkt S473 HTRF, 20 min; active compounds read low; activity change, % for hits at 50 µM; 360,000 compounds, 0.32% hits; AID 651550; in the data active means activity change below about -80%; inconclusive means mostly about -51% to -80%; further: on the % scale 0 is the no-effect control and ±100 the full control effect
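Single-point screen (50 µM final compound) in Neuro2A cells stimulated 20 min with 6 nM IGF at 37 deg C. After lysis, Ser473-phosphorylated Akt read by HTRF (ex 330 nm, em 615/665 nm) as the 665/615 ratio.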
TDP-43 yeast inh: TDP-43 toxicity inhibition in yeast. Potency, µM (highest dose often 46.1 µM), inactives show at the top dose growth rescue (activation), hits mostly activators. 410,000 compounds, 1.8% hits. TDP-43 expressing yeast growth rescue, BacTiter-Glo, 24 h. AID 652104; further: potency means the concentration at half of the fitted maximal effect; % of control where 0% means no effect; nearly all actives have a fitted effect of over 50% in size
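In this qHTS, compounds that restore growth of yeast expressing TDP-43 appear as activators. Cells (OD600=0.02, galactose medium, raffinose-pregrown) are incubated with compound 24 hr at 30 deg C and growth is quantified by BacTiter-Glo.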
Abeta yeast res: compounds reversing amyloid beta toxicity in yeast | yeast expressing A-beta42, growth rescue, OD600, 48 h; response scale: 0% DMSO, 100% iron-clioquinol control | Potency, µM (highest dose often 46.1 µM), for inactives: at the top dose growth rescue, most hits filed as activators | 410,000 compounds, 0.063% hits | AID 1347071; further: potency means the concentration at half of the fitted maximal effect; nearly all actives have a fitted effect of over 55% in size
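Yeast growth medium received pinned compounds, then yeast cells expressing toxic A-beta were added; plates incubated at 30 C for 48 hr. Growth read as absorbance at 600 nm, normalized to DMSO and equimolar FeCl3 plus clioquinol controls.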
PTHR1 agonist: activates the human parathyroid hormone receptor PTHR1; Q03431; HEK293 GP2 PTHR1 cells, GloSensor cAMP luminescence, 1 h; Potency, µM (series often up to 115 µM), inactives show at the highest dose activation, hits mostly activators; 410,000 compounds, 0.075% hits; AID 743266; further: potency means the concentration at half of the fitted maximal effect; nearly all actives have a fitted effect of over 55% in size; some results filed as inactive show a strong effect at the top dose; inactives centre near -15; many of its hits are not listed in these tables
Target sequence (Q03431 whole entry, looked up): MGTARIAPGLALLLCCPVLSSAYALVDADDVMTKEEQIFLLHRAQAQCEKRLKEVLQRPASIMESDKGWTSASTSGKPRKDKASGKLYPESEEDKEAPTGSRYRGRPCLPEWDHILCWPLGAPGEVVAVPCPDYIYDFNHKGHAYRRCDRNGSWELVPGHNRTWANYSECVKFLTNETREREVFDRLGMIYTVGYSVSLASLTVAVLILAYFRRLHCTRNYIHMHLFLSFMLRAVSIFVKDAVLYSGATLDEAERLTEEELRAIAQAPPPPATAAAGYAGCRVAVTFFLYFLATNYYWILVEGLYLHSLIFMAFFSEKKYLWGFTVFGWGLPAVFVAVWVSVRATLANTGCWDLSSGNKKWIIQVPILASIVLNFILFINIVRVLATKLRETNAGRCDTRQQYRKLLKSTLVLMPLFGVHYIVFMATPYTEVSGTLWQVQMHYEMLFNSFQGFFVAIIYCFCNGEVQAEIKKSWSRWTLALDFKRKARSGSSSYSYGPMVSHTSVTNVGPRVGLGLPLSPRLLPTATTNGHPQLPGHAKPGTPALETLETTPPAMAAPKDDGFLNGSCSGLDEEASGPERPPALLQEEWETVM
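HEK-293-derived GP2 cells expressing PTHR1 and a GloSensor cAMP reporter, 3,000/well, plated overnight, given luciferin plus IBMX (each 0.5 mM as added) for 1 h at 37 °C, then compound for 1 h at 37 °C. Luminescence was read after 15 min at room temperature.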
GLP-1R inv ag: GLP-1 receptor (human) inverse agonism; P43220; HEK293 GLP-1R CRE-luciferase, luminescence, 24 h; GLP-1R form is constitutively active; Potency, µM (doses to about 38.3 µM), inactives show top-dose activity change, negative = inhibition, hits mostly inhibitors; 410,000 compounds, 1.6% hits; AID 624417; further: potency means the concentration at half of the fitted maximal effect; on the % scale 0 is the no-effect control and ±100 the full control effect; nearly all actives have a fitted effect of over 55% in size
Target sequence (P43220 whole entry, looked up): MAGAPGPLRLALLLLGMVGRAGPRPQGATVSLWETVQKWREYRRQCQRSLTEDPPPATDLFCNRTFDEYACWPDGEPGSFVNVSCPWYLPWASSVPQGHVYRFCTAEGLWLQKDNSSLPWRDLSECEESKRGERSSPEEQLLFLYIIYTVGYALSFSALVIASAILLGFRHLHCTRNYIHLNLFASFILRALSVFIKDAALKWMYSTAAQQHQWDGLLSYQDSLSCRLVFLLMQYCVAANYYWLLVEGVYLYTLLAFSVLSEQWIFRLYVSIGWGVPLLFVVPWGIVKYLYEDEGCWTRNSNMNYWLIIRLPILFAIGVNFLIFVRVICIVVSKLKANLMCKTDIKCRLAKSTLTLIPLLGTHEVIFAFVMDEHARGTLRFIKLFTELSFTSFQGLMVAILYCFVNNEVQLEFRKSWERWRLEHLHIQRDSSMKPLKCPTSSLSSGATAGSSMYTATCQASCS
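HEK293 cells stably co-expressing a cAMP-responsive luciferase reporter and constitutively active GLP-1R were seeded, incubated 12 h, then exposed to compounds for 24 h at 37 C. Luminescence was read 12 min after detection reagent; inverse agonists lower signal.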
GLP1R cytotox: cytotoxic in the GLP-1 receptor inverse agonist counter-screen | HEK293 cAMP-luciferase reporter cells, luminescence, 24 h | 410,000 compounds, 0.13% hits | AID 624418 | Potency, µM (series often up to 38.3 µM), for the others: top-dose activity change, negative = inhibition, most hits filed as inhibitors;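 further: loss of luciferase light is scored as toxicity; potency means the concentration at half of the fitted maximal effect; on the % scale 0 is the no-effect control and ±100 the full control effect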
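Cells in DMEM/10% Nu serum/1% pen-strep, 1536-well format. Pre-incubated 12 h, dosed with 23 nL compound, incubated a further 24 h. Luciferase detection, 12 min at room temp, luminescence.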
MmCpn inh: blocks the Methanococcus maripaludis chaperonin Mm-Cpn; purified Mm-Cpn ATPase, ADP Transcreener TR-FRET; Potency, µM (highest dose often 76.9 µM), without a hit: at the top dose activity, negative = inhibition, usual class: inhibitors; 330,000 compounds, 0.031% hits; further: potency means the concentration at half of the fitted maximal effect; on the % scale 0 is the no-effect control and ±100 the full control effect; nearly all actives have a fitted effect of over 80% in size
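Purified archaeal Mm-CPN (25nM final) preincubated 10 min at 37degC with compound, then 10uM ATP for 30 min at 37degC; ADP measured by HTRF Transcreener TR-FRET; buffer 30 mM TRIS pH 7.4, 100mM KCl, 5mM MgCl2, 1mM DTT.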
aSyn yeast inh: alpha-synuclein toxicity inhibition in yeast | Potency, µM (titrated, usually from 46.1 µM), for the others: top-dose growth rescue (activation), actives largely listed as activators | Yeast expressing alpha-synuclein, growth rescue, BacTiter-Glo, 24 h | 370,000 compounds, 0.14% hits; further: potency means the concentration at half of the fitted maximal effect; % of control where 0% means no effect; nearly all actives have a fitted effect of over 65% in size
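Screening used galactose-induced yeast with toxic alpha-synuclein levels, exposed to compound for 24 hr at 30 deg C. Cell growth, read with BacTiter-Glo luminescence, gave the measured signal.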
FUS suppressor: FUS proteinopathy suppression in yeast | S. cerevisiae FUS-expressing, growth rescue, OD600, 24 h | Potency, µM (doses to about 76.6 µM), for the others: at the highest dose growth rescue (activation), hits mostly activators | 390,000 compounds, 0.24% hits | AID 1347120;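 further: potency means the concentration at half of the fitted maximal effect; plate controls were DMSO vehicle for no effect and reference control for full effect; nearly all actives have a fitted effect of over 55% in size; some results filed as inactive show a strong effect at the top dose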
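Read-out: OD at 600 nm after 24hr at 30C, reporting rescue of FUS-induced yeast toxicity. Cells at OD 0.005 in galactose (2%) minimal medium; compounds tested in a dilution series; CP55940 titration from 92uM final as control.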
The depositor's hits bear a star; i = inactive; ? = inconclusive; · = no result given; [ ] = dose if it differs, or a comment. Unless noted, the call rests on the fitted dose curve; in most records, active means well fitted curve in the direction sought with a large enough effect; inconclusive means small, poorly fitted or top-dose-only effect, or another doubt; inactive means no such curve, though single readings can be large; an effect the other way counts as inactive or inconclusive. Some of the compounds tested; rates above refer to the full screens.

item	Compound	pAkt inh	TDP-43 yeast inh	Abeta yeast res	PTHR1 agonist	GLP-1R inv ag
1	CCN(CC)CCCNC(=S)Nc1ccc(Br)cc1	i	-4%	2%	i	?
2	CCOC(=O)c1c(N/C=C(\C#N)c2nc(-c3ccc(OC(C)=O)cc3)cs2)sc2c1CCC2	i	1%	-5%	-2%	10%
3	CC1(c2ccccc2Cl)NC(=O)N(CC(=O)NC(=O)NCc2ccco2)C1=O (stereo unspecified)	i	-14%	-13%	-1%	-9%
4	O=C(NC1CC1)C1=C[C@H](c2ccccc2)C[C@H](OCc2ccc(CO)cc2)O1	i	-6%	3%	-8%	4%
5	CC[C@]12c3[nH]c4ccc(Cl)cc4c3CCN1C(=O)[C@@H](CC(=O)NCCc1ccccn1)C[C@@H]2C(=O)N1CCN(C(=O)C2CC2)CC1	i	16%	5%	i	11%
6	COc1cc(NC(=O)Cn2ccn(Cc3ccccc3OC)c(=O)c2=O)cc(OC)c1	·	11%	-1%	-15%	3%
7	FC(F)(F)c1cnc2c(-c3ccc(Cl)cc3Cl)noc2c1	i	-3%	-13%	i	0%
8	COc1ccc(OC)c(-c2nc(CN3CCN(C(=O)c4ccco4)CC3)c(C)o2)c1	i	-2%	13%	i	8%

item	GLP1R cytotox	MmCpn inh	aSyn yeast inh	FUS suppressor
1	-9%	-2%	0%	5%
2	2%	·	-2%	-26%
3	-2%	-1%	-3%	11%
4	1%	·	7%	27%
5	0%	3%	2%	-3%
6	0%	·	·	16%
7	15%	2%	-15%	27%
8	-7%	-1%	-13%	16%

The listing continues.
item	Compound	pAkt inh	TDP-43 yeast inh	Abeta yeast res	PTHR1 agonist	GLP-1R inv ag
9	Cc1cccc(NS(=O)(=O)c2ccc(C)c(C(=O)NCC(c3ccccc3)N(C)C)c2)c1 (stereo unspecified)	i	4%	-9%	-1%	4µM*
10	COc1ccc(C(=O)Nc2cc3c4c(c2)C(C)C(=O)N4CCC3)cc1 (stereo unspecified)	i	-14%	-5%	-20%	41%[activator]
11	Cc1ccc(NC(=O)CSc2nccn2C2CCCC2)cc1	·	21%	2%	i	15%
12	C#CCOCCOCCOCCNc1nc(N2CCN(C(=O)Cn3cc(CCCN=C(N)N)nn3)CC2)nc(N2CCN(C(=O)[C@H](CCCCN)n3cc(CC(C)O)nn3)CC2)n1 (stereo partly specified)	i	4%	0%	i	9%
13	CCN(CC)C(=O)c1sc(NC(=O)C(C)C)c(C#N)c1C	i	-27%[0.397 µM]	-15%	i	38%[activator]
14	Cc1cc(N2CCC(C(=O)Nc3ccc(F)cc3C)CC2)n2nc(C)c(-c3ccc(Cl)cc3)c2n1	·	28%	-10%	i	-3%
15	CCN(CC)S(=O)(=O)c1ccc(OC)c(NC(=O)c2ccc(N3CCCC3=O)cc2)c1	i	12%	0%	-31%[inhibitor]	13%
16	COc1ccc(C(=O)N2CCN(C(=O)Cc3ccccc3)CC2)cc1	i	-8%	11%	i	1%

item	GLP1R cytotox	MmCpn inh	aSyn yeast inh	FUS suppressor
9	-15%	-5%	-6%	-6%
10	10%	2%	18%	3%
11	4%	·	·	18%
12	-9%	0%	0%	-14%
13	0%	0%	1%	7%
14	6%	·	·	3%
15	-35%	1%	1%	19%
16	13%	-3%	-5%	18%

Next section.
item	Compound	pAkt inh	TDP-43 yeast inh	Abeta yeast res	PTHR1 agonist	GLP-1R inv ag
17	CC(C)(C)OC(=O)N/N=C/c1cn(-c2ccccc2)nc1-c1cccnc1	i	-2%	7%	i	-18%
18	C=CCN(CC(=O)NC1CCS(=O)(=O)C1)S(=O)(=O)c1ccccc1C(F)(F)F (stereo unspecified)	i	-9%[0.397 µM]	13%	i	17%
19	Cc1ccc2nc(N3CCN(S(=O)(=O)c4ccc(C)c(Cl)c4)CC3)c(C#N)cc2c1	i	-9%	-11%	i	-18%
20	N#Cc1ccc(S(=O)(=O)NC[C@H]2O[C@@H](n3ccc(N)nc3=O)[C@H](O)[C@@H]2O)cc1	i	?	4%	-2%	-16%
21	COc1cc(NC(=O)c2cccs2)c(C(=O)OCC(=O)c2cc(C)n(-c3ccccc3)c2C)cc1OC	i	-11%	-12%	-13%	?
22	Nn1c(SCC(=O)NCCC2=CCCCC2)nnc1-c1cccnc1	i	14%	9%	i	-3%
23	CCOC(=O)C1(C)CCCCCN1C(=O)c1csnn1 (stereo unspecified)	i	6%	-8%	-33%[inhibitor]	24%
24	CCCN(CCC(=O)Nc1ccccc1F)CC1CC1	i	5%	1%	-3%[57.5 µM]	11%

item	GLP1R cytotox	MmCpn inh	aSyn yeast inh	FUS suppressor
17	-19%	2%	3%	9%
18	-6%	1%	-6%	-1%
19	78%[activator]	-4%	20%	?
20	-17%	·	-8%	-6%
21	2%	-17%	-1%	10%
22	-2%	2%	3%	32%
23	7%	·	-2%	-11%
24	8%	-2%	0%	-22%

Additional compounds follow:
item	Compound	pAkt inh	TDP-43 yeast inh	Abeta yeast res	PTHR1 agonist	GLP-1R inv ag
25	C[C@@H]1CCCCO[C@H](CN(C)C(=O)Nc2ccc3c(c2)OCO3)[C@@H](C)CN([C@H](C)CO)C(=O)c2cc(NS(=O)(=O)c3ccc(F)cc3)ccc2O1	i	20%	1%	-16%	-4%
26	Cc1cc(C(=O)CS(=O)(=O)c2ccccc2)cc(C)c1O	i	-3%	17%	-6%	14%
27	COc1ccccc1OC(=O)c1ccc(SC)cc1OC	i	5%	-2%	25%	?
28	O=C(O)c1ccccc1NS(=O)(=O)c1cccc2nsnc12	i	4%	9%	i	9%
29	CC1=CC(C)C2(COC(=O)Nc3ccccc3)COC(C)C1C2C (stereo unspecified)	i	-17%	-7%	-26%	?
30	NCCc1nnc(SCC(=O)c2ccc(Cl)cc2)o1	i	3%	5%	i	-4%
31	O=C(COC(=O)c1ccco1)Nc1ccc2c(c1)OCO2	i	0%	-5%	i	16%
32	CC12CCC(=O)N1C(C(=O)OCC(=O)Nc1cc(S(=O)(=O)N3CCCCC3)ccc1Cl)CS2 (stereo unspecified)	i	14%	5%	-11%	0%

item	GLP1R cytotox	MmCpn inh	aSyn yeast inh	FUS suppressor
25	-31%	·	?	?
26	-6%	0%	11%	30%
27	8%	-2%	3%	?
28	3%	-17%	-1%	-15%
29	3%	0%	2%	28%
30	7%	2%	4%	6%
31	1%	0%	-20%	-24%
32	-3%	-2%	3%	12%

More entries
item	Compound	pAkt inh	TDP-43 yeast inh	Abeta yeast res	PTHR1 agonist	GLP-1R inv ag
33	Cn1c2ccc(F)cc2c2nnc(SCCN3CCOCC3)nc21	i	1%	2%	-8%	75%[activator]
34	C/C(=N\Nc1ccc([N+](=O)[O-])cc1)c1cccc(N)c1	i	14µM*	-36%[inhibitor]	-40%[inhibitor]	?
35	O=C(c1ccc(NS(=O)(=O)/C=C/c2ccccc2)cc1)N1CCCCC1	i	0%	1%	-24%	-15%
36	CCOc1cc(C2C(C(=O)OC)=C(C)NC3=C2C(=O)c2ccccc23)cc(Br)c1OCC (stereo unspecified)	·	-2%	-6%	-36%	?
37	Cc1cccc(N2C(=O)CSC2c2cccnc2)c1 (stereo unspecified)	i	-4%	23%	-18%	7%
38	COCCn1nnnc1C(c1ccccn1)N1CCN(c2cc(C)ccc2C)CC1 (stereo unspecified)	i	-15%	-10%	i	-12%
39	CCOc1ccc(NC(=O)C2CC(C)=C(C)CC2C(=O)O)cc1 (stereo unspecified)	-119%*	-7%	0%	i	0%
40	Cc1occc1C(=O)NNC(=O)C(c1ccccc1)c1ccccc1	·	0%	-14%	i	0%

item	GLP1R cytotox	MmCpn inh	aSyn yeast inh	FUS suppressor
33	4%	0%	0%	6%
34	-27%	1%	4%	14%
35	-4%	1%	0%	12%
36	-13%	·	·	40%
37	9%	3%	-17%	-7%
38	?	0%	28%	17%
39	6%	1%	2%	3%
40	-4%	-2%	0%	19%

Remaining list, next part:
item	Compound	pAkt inh	TDP-43 yeast inh	Abeta yeast res	PTHR1 agonist	GLP-1R inv ag
41	Cc1nnsc1C(=O)Nc1ccccc1	i	10%	9%	i	13%
42	COc1ccc(CNCC(O)COc2ccc(C(C)(C)c3ccccc3)cc2)cc1 (stereo unspecified)	i	-10%	-2%	-47%[inhibitor]	?
43	Cc1cccc(-n2ccnc2SCC(=O)Nc2cccc3ccccc23)c1C	·	22µM*	-15%	-7%	?
44	O=C(/C=C/c1cccs1)N1CCC2(CC1)Oc1ccc(Cl)cc1C(=O)C21CC(c2ccccc2)=NO1 (stereo unspecified)	i	5%	3%	-22%	7%
45	COc1ccc(/C=N/Nc2nonc2N)c(OC)c1	i	21%	5%	-25%	11%

item	GLP1R cytotox	MmCpn inh	aSyn yeast inh	FUS suppressor
41	-13%	0%	3%	·
42	?	-1%	-19%	?
43	3%	·	-2%	31%
44	11%	-4%	-2%	36%
45	5%	0%	5%	-14%

Part of the list above, limited to pAkt inh, GLP1R cytotox and FUS suppressor.
nr | SMILES | pAkt inh | GLP1R cytotox | FUS suppressor
41 | Cc1nnsc1C(=O)Nc1ccccc1 | i | -13% | ·
45 | COc1ccc(/C=N/Nc2nonc2N)c(OC)c1 | i | 5% | -14%

Printed as active in pAkt inh (from the list above):
no.	compound	pAkt inh	PTHR1 agonist	MmCpn inh
39	CCOc1ccc(NC(=O)C2CC(C)=C(C)CC2C(=O)O)cc1 (stereo unspecified)	-119%*	i	1%
